Screening data as filed in PubChem BioAssay.
M. tuberculosis HTS: M. tuberculosis growth inhibition, HTS (AID 449762). actives 0.59% (n = 330,000). inhibition, % at 25 µM, or IC50 in µM where a hit was titrated. M. tuberculosis H37Rv growth inhibition, 7H9 media; higher % means a stronger effect; in the data active = a potency from the dose series; inconclusive = inhibition above about 70% without an active follow-up result;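 note: bacterial growth assessed after seven days of incubation; strong numbers were not always called active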
Salmonella PhoP GFP: PhoP regulon inhibitors, Salmonella typhi PhoP promoter GFP reporter, confirmatory (AID 1850); Salmonella Typhi PhoP-promoter GFP reporter, fluorescence, 4 h; higher % means a stronger effect; one-dose inhibition, % at 50 µM; IC50 in µM for titrated hits; actives 0.33% (n = 310,000); in the data active = a potency from the dose series; inconclusive = inhibition mostly from about 25% at the one dose, without a potency; inactive = the rest, 99 in 100 with inhibition below about 19%;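 note: 0% = induced wells with vehicle and 100% = uninduced wells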
H1N1 NS1A inhibition: H1N1 influenza NS1A inhibitors, functional cell based assay (AID 504329); NS1A functional cell-based assay, percent inhibition; higher % means a stronger effect; one-dose inhibition, % at 12.5 µM; IC50 in µM for titrated hits; actives 0.3% (n = 340,000); in the data active = a potency from the dose series; inconclusive = inhibition above about 27% without an active follow-up result; note: strong numbers were not always called active
tuberculosis growth: growth inhibition of non-replicating M. tuberculosis (AID 488890). Mycobacterium tuberculosis non-replicating, growth inhibition; higher % means a stronger effect. inhibition, % at 25 µM, or IC50 in µM where a hit was titrated. actives 0.39% (n = 320,000); in the data active = a potency from the dose series; inconclusive = inhibition mostly from about 82% at the one dose, without a potency; inactive = the rest, 99 in 100 with inhibition below about 76%;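 note: plate controls were DMSO cells for no effect and high antibiotic wells for full effect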
VEEV TC-83 Vero: inhibitors of VEEV TC-83 cytopathic effect, confirmation, Vero cells (AID 588727); one-dose inhibition, % at 20 µM; IC50 in µM for titrated hits; actives 0.13% (n = 350,000); Vero cells, VEEV TC-83 cytopathic effect inhibition; higher % means a stronger effect; in the data active = a potency from the dose series; inconclusive = inhibition mostly from about 14% at the one dose, without a potency; inactive = the rest, 99 in 100 with inhibition below about 12%; note: strong numbers were not always called active
VEEV TC-83 Vero 10K pilot screen: also measured in VEEV TC-83 Vero; calls as there; inhibition, %; measured here: 10K pilot screen inhibition
An asterisk follows results filed as active; i = inactive; ? = inconclusive; / = not tested or not shown.

Start of the data: the first 6 records, to show the layout:
SMILES	M. tuberculosis HTS	Salmonella PhoP GFP	H1N1 NS1A inhibition	tuberculosis growth	VEEV TC-83 Vero	others
CC(=O)NC1(C(F)(F)F)NC(=O)N(CCc2ccccc2)C1=O (centres undefined)	-4%	8%	-17%	-9%	0.8%
Cc1ccc(S(=O)(=O)N(C)Cc2nc(-c3ccccn3)no2)cc1	-14%	-6%	5%	-6%	i
Cc1ccccc1NC(c1cccc(Cl)c1)c1nnnn1C1CCCCC1 (centres undefined)	0%	-9%	-6%	11%	0.3%
CCOc1ccc(NC(=O)CNC(=O)c2ccc([N+](=O)[O-])cc2)cc1	-5%	7%	1%	6%	1.1%
C=CCNC(=O)c1ccc(NC(=O)C2=CSCCO2)cc1	1%	-13%	-5%	0%	1.8%
CC(=O)Oc1ccccc1C(=O)Oc1ccc(/C=N/n2cnnc2)cc1	-10%	2%	-4%	66%	3.5%

Main list (from the top)
SMILES	M. tuberculosis HTS	Salmonella PhoP GFP	H1N1 NS1A inhibition	tuberculosis growth	VEEV TC-83 Vero	others
CC(=O)NC1(C(F)(F)F)NC(=O)N(CCc2ccccc2)C1=O (centres undefined)	-4%	8%	-17%	-9%	0.8%
Cc1ccc(S(=O)(=O)N(C)Cc2nc(-c3ccccn3)no2)cc1	-14%	-6%	5%	-6%	i
Cc1ccccc1NC(c1cccc(Cl)c1)c1nnnn1C1CCCCC1 (centres undefined)	0%	-9%	-6%	11%	0.3%
CCOc1ccc(NC(=O)CNC(=O)c2ccc([N+](=O)[O-])cc2)cc1	-5%	7%	1%	6%	1.1%
C=CCNC(=O)c1ccc(NC(=O)C2=CSCCO2)cc1	1%	-13%	-5%	0%	1.8%
CC(=O)Oc1ccccc1C(=O)Oc1ccc(/C=N/n2cnnc2)cc1	-10%	2%	-4%	66%	3.5%
C/C(=N\NC(=O)OC(C)(C)C)c1cccc([N+](=O)[O-])c1	6%	-28%	2%	-7%	1.4%
COc1cc(OC)cc(-c2nc3ccccc3c(=O)n2OC(=O)c2ccc(C)c(C)c2)c1	11%	0%	1%	46%	i
CCCCOC(=O)C1CCC[C@@H](C)N1 (some centres undefined)	-3%	1%	-2%	/	0.5%
O=C(NCc1nc(-c2ccc(C(F)(F)F)cc2)no1)c1cccs1	39%	15%	-19%	18%	1.0%
COc1cc(-c2nc3cnccc3n2C)cc(OC)c1OC	-3%	14%	0%	8%	3.2%
COc1ccc(C)cc1NC(=O)c1cccc(-c2ccc(OC(C)=O)cc2)c1	10%	10%	1%	25%	9.6%
CCOC(=O)c1cccc(P(C)(C)=O)c1	5%	1%	-5%	-12%	0.3%
CC1CCN(C(=O)CCc2ccc(S(=O)(=O)NC(C)(C)C)cc2)CC1	-6%	-5%	-5%	-3%	0.3%
Cc1cc(NS(=O)(=O)c2ccc(NC(=O)c3ccc(Cl)cc3[N+](=O)[O-])cc2)no1	-15%	1%	-10%	6%	1.8%
C#CCN1C(=O)C2(OCCO2)c2ccccc21	-3%	-3%	-2%	5%	0.4%
Cc1occc1C(=O)Nc1cccnc1	-3%	-8%	1%	1%	5.8%
COCCCN(CCNC(=O)c1ccc(NC2=NC3CS(=O)(=O)CC3S2)cc1)Cc1ccco1 (centres undefined)	-2%	8%	27%	-1%	0.9%
O=C(CCCc1c[nH]c2ccccc12)NCc1cccs1	8%	6%	-4%	3%	0.9%
CC(C)(C)[C@@H]1COC(=O)[C@H](Cc2ccc(F)cc2)C/C=C\C[C@@H](CC(=O)N(CCO)Cc2ccccc2)C(=O)N1	9%	/	7%	38%	4.5%
O=C(N/N=C/c1ccccc1)c1[nH]ncc1Br	29%	5%	0%	-1%	0.7%
CCOC(=O)C1CCN(C2=NC(=O)/C(=C/c3ccc(OC)c(OC)c3)S2)CC1	2%	8%	6%	11%	1.2%
CC1=Nc2ccccc2/C1=C/c1c(O)[nH]c(=O)[nH]c1=O	3%	-4%	1%	/	1.1%
COc1ccc(C(=O)N/N=C/c2cccc3cccnc23)cc1	?	2%	5.8µM*	6.9µM*	11%
CC(C)=C(NC(=O)c1ccccc1)C(=O)NCCCC(=O)O	0%	-5%	2%	-4%	0.4%
COc1ccc(CCn2c(=N)c(S(=O)(=O)c3ccc(C)cc3)cc3c(=O)n4ccccc4nc32)cc1	9%	12%	10%	-10%	2.0%
Cc1cccn2c(CN(C)CC3CCCCO3)c(C(=O)N3CCCCC3)nc12 (centres undefined)	-8%	-3%	-3%	-3%	0.4%
CN(C)c1ccc(S(=O)(=O)NCC(=O)NCCC2=CCCCC2)cc1[N+](=O)[O-]	-8%	/	-2%	17%	6.1%
CC1CC(C)CN(C(=O)c2cccc(S(=O)(=O)N(C)c3ccccc3)c2)C1 (centres undefined)	/	/	-2%	/	2.2%
NC(=O)CC(NC(=O)Cc1ccc(Br)cc1)c1ccc(NC2CCC2)c([N+](=O)[O-])c1 (centres undefined)	-7%	10%	14%	6%	6.1%
Cn1c(=O)c(/C=C/c2ccc(F)cc2)nc2ccccc21	/	/	-16%	/	5.8%
COc1ccc(COCC(O)CN2CC(C)OC(C)C2)cc1OC (centres undefined)	-5%	-4%	-4%	-13%	0.3%
CC(C)(C)NC(=O)CN(C(=O)CCC(=O)Nc1nccs1)c1cccc(C(F)(F)F)c1	6%	1%	18%	-14%	3.3%
Cc1ccc(C(=O)N/C(=C/c2ccco2)C(=O)NCC2CCCO2)cc1 (centres undefined)	2%	6%	-1%	-8%	0.6%
Cc1ccc(NC(=O)CCNC(=O)c2ccccc2Cl)cc1S(=O)(=O)N1CCCCCC1	7%	/	-16%	30%	6.7%
O=C(CC(C(=O)O)P(=O)(c1ccccc1)c1ccccc1)c1ccc(Br)cc1 (centres undefined)	-17%	-8%	-5%	1%	i
Cc1[nH]c(=O)[nH]c(=O)c1S(=O)(=O)N1CCCC(C(=O)NCCc2ccccc2)C1 (centres undefined)	-5%	-2%	0%	-3%	0.2%
C(=N\Nc1nc(-c2ccccc2)cs1)/c1ccncc1	47µM*	6%	5%	32%	9.4%
O=C1C2C(C(=O)N1CCc1ccccc1)C1C=CC2C12CC2 (centres undefined)	-2%	-12%	0%	3%	i
COc1cc([C@@H]2CC=C(C(=O)O)[C@H](c3ccc(Cl)cc3)N2S(=O)(=O)c2ccc(C)cc2)cc(OC)c1OC	0%	2%	2%	-3%	2.4%
Cc1ccc(-c2[nH]c3ccccc3c2SCCN)cc1	-3%	6%	2%	23%	4.3%
CCOC(=O)Cc1csc(NC(=O)c2cnc3scc(C)n3c2=O)n1	/	-14%	9%	-18%	6.0%
N#CC1=C(S)N(c2ccccc2)C(c2ccc(-c3cccc(Cl)c3)o2)NC1=O (centres undefined)	-2%	1%	5%	51%	0.2%
C=CCNC(=O)CN1CCN(Cc2ccc3c(c2)OCO3)CC1	4%	-7%	-5%	4%	i
Cn1nc(C(C)(C)C)c([N+](=O)[O-])c1C(=O)N1CCCCCC1	-1%	-1%	-6%	5%	0.9%
Cc1ccc2c(c1)[C@H]1OCC[C@H]1[C@@H](c1ccncc1)N2	-3%	10%	6%	3%	0.5%
CC(=O)c1c(N)nc2n(c1=O)CCCCC2	-9%	-1%	0%	0%	0.0%
CC1(C(=O)CSc2nc3ccccc3s2)CCC(=O)O1 (centres undefined)	-1%	-16%	-16%	3%	4.3%

Reprinted from the part before: 2 entries; new compounds follow.
SMILES	M. tuberculosis HTS	Salmonella PhoP GFP	H1N1 NS1A inhibition	tuberculosis growth	VEEV TC-83 Vero	others
CC(=O)c1c(N)nc2n(c1=O)CCCCC2	-9%	-1%	0%	0%	0.0%
CC1(C(=O)CSc2nc3ccccc3s2)CCC(=O)O1 (centres undefined)	-1%	-16%	-16%	3%	4.3%
O=C(NCc1ccccn1)c1cc(-c2ccc(Cl)cc2)nc2ccccc12	5%	-4%	-5%	23%	8.7%
Cc1nc2ccccc2n1CCc1nc2c3ccccc3nc(SCC#N)n2n1	-7%	11%	/	-2%	/
Cc1nc(Cl)cc(N/N=C/c2ccc(O)cc2O)n1	2%	6%	14%	-4%	0.8%
Cc1ccc(S(=O)(=O)N(C)C)cc1NC(=O)Cn1c(CN2CCOCC2)nc2ccccc2c1=O	0%	6%	-6%	-2%	1.8%
COc1cc(C2CC(=O)c3c(ccc4ccccc34)N2)ccc1O (centres undefined)	56%	-3%	-1%	-11%	3.1%
Fc1cccc(NC(=S)N2CCN(c3ccccn3)CC2)c1	4%	-7%	3%	5%	2.9%
COc1ccccc1NS(=O)(=O)c1cc(NC(=O)CN2C(=O)NC3(CCCC3)C2=O)ccc1C	-1%	8%	8%	19%	0.2%
COc1ccc(SCCc2ccncc2)cc1	0%	9%	7%	37%	i
CCOc1ccc(C(=O)NC2CCN(C(=O)N3CCCC3)CC2)cc1	-11%	-20%	0%	-1%	i	VEEV TC-83 Vero 10K pilot screen=1.3
Cc1cc(C)c(NC(=O)CN(C)C(=O)c2ccc(OCc3ccccc3)cc2)c(C)c1	-2%	/	-11%	6%	0.8%
COc1ccc(CCN2C(=O)C(Oc3ccccc3C)C2c2ccc3c(c2)OCO3)cc1 (centres undefined)	1%	-1%	22%	-14%	7.0%
COc1ccc(F)c(CN2CCN(CCc3ccccc3)C(CCO)C2)c1 (centres undefined)	13%	-8%	-98%	-10%	0.6%
c1ccc(NCc2ccncc2)cc1	-2%	3%	-1%	-1%	0.1%
CCCC1=C(C(=O)OCC)C(c2c(C)nn(-c3ccccc3)c2Cl)C(C#N)=C(N)O1 (centres undefined)	-14%	-14%	11%	0%	9.6%
CCOc1ccc(C2C3=C(CC(C)(C)CC3=O)N(CC(=O)O)C3=C2C(=O)CC(C)(C)C3)cc1OCC	-1%	-6%	0%	4%	0.8%
COC(=O)c1ccc(NC(=O)c2ccc3c(c2)NC(=O)C2CCCN32)cc1 (centres undefined)	17%	/	/	71%	/
CCn1c(=O)c2sccc2n(CC(=O)NC2CCCCC2)c1=O	6%	5%	-12%	-5%	1.2%
COc1ccccc1CN(C)CC(=O)Nc1cccc2ccccc12	5%	-8%	-3%	38%	1.5%
CC12CC(c3ccccc3O1)C(C(=O)OCc1ccccc1)C(=O)N2 (centres undefined)	/	-13%	2%	0%	i	VEEV TC-83 Vero 10K pilot screen=0.0
COc1cccc(C(=O)OCC(=O)Nc2sc3c(c2C(N)=O)CCC3)c1O	3%	/	-8%	-5%	1.5%
O=C(c1ccncc1)N1CCN(S(=O)(=O)c2cccc(F)c2)CC1	-19%	-10%	-1%	-6%	3.4%
COc1cc(OC)cc(-c2nnc(SCC(=O)N3c4ccccc4Sc4ccccc43)o2)c1	-2%	14%	0%	-3%	2.0%
O=C(O)c1ccc(NS(=O)(=O)c2ccc(Cl)c(C(=O)Nc3ccccc3[N+](=O)[O-])c2)cc1	-3%	-2%	-6%	-11%	0.3%
Cc1ccc(C(=O)NCCn2cc(SCC(=O)Nc3nnc(C)s3)c3ccccc32)cc1	-6%	18%	-1%	35%	9.0%
CC(C)OC(=O)C(CC(=O)O)N1CCOCC1 (centres undefined)	0%	-1%	12%	-10%	2.9%
Cc1cc(C(=O)CSc2nnnn2-c2ccc(Cl)cc2)c(C)n1CC1CCCO1 (centres undefined)	1%	1%	-2%	-6%	0.5%
O=C(Nc1cccc(Cl)c1)c1c(O)c2c(n(Cc3ccco3)c1=O)CCCC2	0%	5%	/	5%	/
O=C(COc1cc(F)ccc1[N+](=O)[O-])N1N=C(c2cccs2)CC1c1ccco1 (centres undefined)	-8%	/	-12%	43%	0.7%
CCOc1cc(S(=O)(=O)NCc2ccccc2)ccc1Br	?	4%	-2%	7%	1.4%
Cc1ccc(Cn2nc(C)c(NC(=O)CCCn3nc([N+](=O)[O-])c(Cl)c3C)c2C)cc1	-4%	-11%	1%	8%	i	VEEV TC-83 Vero 10K pilot screen=3.3
Cn1nc(-c2ccc(C(=O)N3CCN(CCO)CC3)cc2)c2ccccc2c1=O	-6%	10%	5%	9%	1.4%
CCOCc1nc(N)[nH]c(=O)c1Cc1ccc(OC(C)C)cc1	1%	5%	2%	-9%	0.7%
CN1CCN(C(c2cccc(Cl)c2)c2ccccc2Cl)CC1 (centres undefined)	25%	103µM*	25%	4%	i
O=C(Cn1ncc2c([nH]c3ccccc32)c1=O)Nc1ccc(CN2CCCCC2)cc1	7%	8%	3%	3%	2.7%
CCOC(=O)c1ccc(N2CCOCC2)c(NC(=O)c2c(-c3ccccc3)noc2C)c1	-2%	5%	/	5%	5.1%
CCN(CC)S(=O)(=O)c1ccc(-c2csc(C)n2)s1	-16%	14%	-11%	-8%	1.6%
